Compound activity from PubChem.
All columns: NCI-60 one-dose screen, growth in % after 48 h at 10 µM unless noted; 100 = growth as untreated, 0 = no growth, -100 = all killed.
CAKI-1 = CAKI-1 renal cancer. 75,000 compounds, 4.7% hits
TK-10 = TK-10 renal cancer cells; 81,000 compounds, 3.9% hits
RXF 393 = RXF 393 renal cancer cells. 77,000 compounds, 6.9% hits
OVCAR-8 = OVCAR-8 ovarian cancer | 81,000 compounds, 4.4% hits
OVCAR-3 = OVCAR-3 ovarian cancer. 79,000 compounds, 7% hits. AID 1794787
A498 = A498 renal cancer cells; 76,000 compounds, 5.4% hits; AID 1794774
OVCAR-5 = OVCAR-5 ovarian cancer | 82,000 compounds, 2.9% hits
ACHN = ACHN renal cancer | 81,000 compounds, 4.9% hits | AID 1794771
Starred values were filed as active, the others as inactive; . = no result given; & = joins results of further samples. Rule for the calls: active = growth percent below 10; inactive = the rest.

Fields: CAKI-1	TK-10	RXF 393	OVCAR-8	OVCAR-3	A498	OVCAR-5	ACHN
COc1cc(C=C2C(=O)NC(=S)NC2=O)cc(CN2CCCCC2)c1O
 : 91.8	105.3	120.9	112.4	112.3	95.1	103.7	98.9
O=C(C1=CNC(=S)NC1c1ccccc1)c1cc2ccccc2oc1=O (stereo not drawn)
 : 84.1	142.5	93.2	101.5	102.9	148.0	103.2	98.8
Nc1ncnc2c1c(-c1ccc(Cl)cc1)nn2Cc1ccc(B(O)O)cc1
 : 45.5	73.3	53.3	72.8	74.8	28.5	67.6	74.2
Cn1cc2c(c1)-c1nc(Nc3ccccc3)ncc1CC2
 : 48.8	61.9	62.4	79.6	69.5	6.3*	60.0	47.8
CCCCN(CCCC)CCCN1C(=O)c2ccccc2C1=O
 : 92.6	98.9	106.2	109.5	110.2	84.2	103.8	105.0
O=C(/C=C1\C(=O)N(Cc2ccc([N+](=O)[O-])cc2)c2ccccc21)c1ccc(OCCN2CCCCC2)cc1
 : .	-81.4*	-90.7*	0.3*	-93.8*	56.6	-40.6*	-98.6*
NC(=O)c1cc(-c2csc(-c3cc(Cl)cc(Cl)c3Cl)n2)ccc1O
 : 97.0	99.0	.	99.1	108.1	93.0	98.7	93.7
CCCNCC(O)COc1ccccc1C(=O)CCc1ccccc1 (stereo not drawn)
 : 77.9	100.0	96.3	97.4	113.1	99.4	92.1	94.3
COc1ccc(-c2cnn(CC(O)CN3CCN(Cc4ccccc4)CC3)c2)cc1OC1CCCC1 (stereo not drawn)
 : 90.8	105.9	106.4	106.1	112.2	.	102.6	97.1
CCOC(=O)c1cnc(SCC)[nH]c1=O
 : 96.4	119.4	120.5	95.9	119.9	95.6	103.7	107.5
O=C(Nc1ccc(F)c(C(=O)c2c[nH]c3ncccc23)c1F)Nc1cccc2ccccc12
 : 69.4	137.7	100.9	96.7	101.3	100.5	116.6	84.0
CCOC(=O)c1c(CNCC(C)O)nc2ccc(Cl)cc2c1-c1ccccc1 (stereo not drawn)
 : 81.0	83.5	131.9	95.4	101.3	124.1	96.4	94.1
O=c1c2cc3cc(Cl)ncc3n2c(=O)c2cc3ccccc3n12
 : 98.7	125.3	111.7	109.6	113.1	103.0	113.0	107.3
COc1ccc(Cn2cc(C(=O)Nc3cccnc3Nc3ccc(OC)cc3OC)nn2)cc1
 : 93.8	95.6	98.8	95.6	107.0	89.6	103.2	98.7
CCCCOc1ccc(N)cc1C(=O)OCCCN(CC)CC
 : .	76.9	107.6	97.8	97.8	96.0	109.6	112.4
CC[C@]12C=CCN3CC[C@@]4(c5ccc(OC)cc5N(C)[C@H]4[C@@](O)(C(=O)OC)[C@@H]1OC(=O)CCCN1CCOCC1)[C@@H]32
 : 94.2	99.8	114.0	104.5	107.7	113.1	114.0	109.8
CCOC(=O)/C(=C/c1cccc(OC)c1)N(CC)CC
 : 103.0	95.3	104.8	105.5	106.2	106.7	116.5	113.8
O=C(NNc1nc2cc(N3CCOCC3)ccc2n2cccc12)c1cnccn1
 : 75.4	76.8	98.6	77.7	85.9	110.8	81.7	68.9
O=C(O)c1ccc(-c2ccc(/C=N/NC(=O)c3[nH]c4ccc(Br)cc4c3-c3ccccc3)o2)cc1O
 : 99.4	125.5	87.9	103.1	80.6	103.7	116.4	103.0
CCCNc1nc(SC)nc(-c2cccc(N)c2)c1C#N
 : 73.0	150.1	104.6	99.1	109.5	72.4	101.0	97.7
CC(=O)c1cc2c(cc1C)C(C)(C)C(C)(C)C2(C)C
 : 99.2	107.0	113.0	101.2	107.2	.	96.7	102.9
CCCCCNS(=O)(=O)c1ccc(C)cc1
 : 90.1	97.0	105.4	106.7	102.2	96.2	94.5	98.5
COC(=O)c1ccc(C(=O)c2ccccc2)cc1
 : 95.1	.	.	96.7	106.8	100.7	103.6	101.7
Cc1ccccc1OCc1ccc(Cl)cc1
 : 109.9	93.4	126.8	104.1	107.7	99.7	115.1	110.6
Cn1c(=O)[nH]c(=O)c2[nH]c(-c3cc4ccccc4[nH]c3=O)nc21
 : .	109.1	125.0	78.1	126.9	111.1	118.2	88.7
NCCNc1nc2c3c(sc2c(=O)[nH]1)CCCC3
 : .	98.8	.	101.4	106.8	89.1	102.5	107.1
O=C(Cn1c(=O)[nH]c2ccccc2c1=O)N1CCOCC1
 : 88.8	99.8	93.8	111.5	110.5	112.4	94.0	93.5
COc1ccc(Cc2ccc(OC)c(OC)c2)cc1OC
 : 100.6	109.7	106.0	96.1	101.9	.	107.0	108.2
O=C1c2ccccc2C(=O)C2OC12 (stereo not drawn)
 : 94.6	114.0	113.6	98.6	92.8	78.9	108.3	101.4
CCCCCCCCCc1ccc(O)c(Cl)c1
 : 101.4	100.7	107.6	99.1	113.0	99.1	88.1	101.3
N[C@@H](Cc1cn(-c2ccccc2O)nn1)C(=O)O
 : 92.8	92.0	104.5	97.0	103.4	85.4	97.1	98.6
O=C1N[C@H]2[C@H](CS[C@H]2CCCCC(=O)N(CCP(c2ccccc2)c2ccccc2)CCP(c2ccccc2)c2ccccc2)N1
 : 99.2	97.4	96.5	95.1	0.2*	94.2	95.2	95.7
CCOC(=O)c1cc(Cl)nc(Cl)c1
 : 111.3	97.1	103.6	95.9	110.1	87.8	102.7	108.5
CN(C)CCS(=O)(=O)O
 : 82.3	112.1	112.2	103.9	112.3	103.7	116.5	106.0
COc1cc(C2CC(c3ccc(N4CCOCC4)cc3)=NN2c2nc(-c3ccc(F)cc3)c(C#N)c(N3CCOCC3)n2)cc(OC)c1OC (stereo not drawn)
 : 81.5	122.1	91.3	98.4	104.8	121.8	117.1	96.7
O=C(Nc1cccc(Cl)c1)Oc1ccc2ccccc2c1
 : 103.8	114.9	136.3	105.7	96.5	90.8	96.4	97.6
CC1=CNNc2c3ncnc-3ncn21
 : 101.6	105.3	.	106.5	104.8	95.7	101.4	99.8
CN(C)c1ccc(/C=C/C(=O)O)cc1
 : 104.0&96.2	95.9&97.4	97.4	99.6&101.8	104.8&112.2	96.8&87.2	115.6&108.3	103.2&96.5
Cc1ccc2oc(=O)cc(Cn3cc(Cn4cnc5c4c(=O)n(C)c(=O)n5C)nn3)c2c1
 : 96.2	109.0	119.7	102.2	109.8	107.2	101.8	101.4
CCN(CC)CCCOc1cc(N)ccc1C#N
 : 100.2	92.7	103.5	90.4	111.7	96.9	93.8	101.0
O=[N+]([O-])c1ccc(N/N=C(\c2ccccc2)c2ccc(Cl)cc2)nc1
 : 92.9	90.6	111.6	102.0	112.9	105.8	113.0	103.2
COc1cc(CNC(=O)/C=C/c2ccc3c(c2)OCO3)ccc1OCc1cn(-c2ccc(Cl)cc2)nn1
 : 74.1	98.5	70.4	88.5	100.5	131.6	108.1	84.9
O=C(O)C(O)C(=O)O
 : 106.4	98.9	102.9	102.8	110.3	116.5	107.4	101.9
CC(=O)Nc1ccc(NC(C)=O)c([N+](=O)[O-])c1
 : 98.0	106.1	107.9	99.1	114.4	88.5	109.2	111.7
FC(F)(F)c1cc(-c2cnc(Cl)nc2NC2CCCCCC2)cc(C(F)(F)F)c1
 : 89.9	130.5	94.1	95.4	102.9	109.6	115.7	102.2
NC(N)=N/N=C(/c1ccccc1)c1ccc2ccccc2c1
 : 111.2	119.1	119.0	102.5	112.3	115.0	99.8	102.9
COc1ccc(C2CC(=O)c3ccccc3O2)cc1OC (stereo not drawn)
 : 92.2	105.8	110.5	102.1	105.2	85.8	97.4	95.1
O=c1c(N=Nc2nccs2)c(-c2ccccc2)[nH]n1-c1nc(-c2ccccc2)cs1
 : 35.6	45.6	65.2	28.1	31.6	28.6	98.9	35.4
O=C1C=CC(=Nc2cccc3c2C(=O)c2ccccc2-3)O1
 : 105.6	133.6	113.1	103.0	123.4	91.2	115.8	97.2
O=C(Nc1ccccc1C(=O)N/N=C/c1cc2ccccc2cn1)c1ccccc1
 : 94.8	87.3	85.8	58.3	67.4	.	102.1	75.0
CN(C)CC1C2CCC(C2)C1O (stereo not drawn)
 : 103.4	105.4	110.8	109.9	131.1	119.3	115.5	124.6
CCOC(C)Oc1ccccc1 (stereo not drawn)
 : 104.0	132.4	.	106.2	.	109.2	109.4	107.7
CCCCC(CC)CN1CN(CC(CC)CCCC)CC(C)(N)C1 (stereo not drawn)
 : 80.3&88.3	98.2&105.0	121.2&87.9	102.2&95.4	97.6&101.7	98.8&110.0	91.4	84.1&88.4
Cc1ccc2nc(-c3c(-c4ccc(F)cc4)nc4ncccn34)[nH]c2c1
 : 96.9	115.3	98.8	.	89.4	90.6	92.5	88.6
S=C(N/N=C/c1ccc(Cl)c(Cl)c1)Nc1cccc2ccccc12
 : 93.5	101.0	110.4	.	80.3	76.3	116.6	67.6
Cn1c(=O)c2c(nc(Br)n2CCC(=O)Nc2ccc(F)cc2)n(C)c1=O
 : 93.7	103.4	117.7	100.4	125.3	98.2	94.7	102.2
Nc1c(Cl)cc(Cl)cc1[N+](=O)[O-]
 : 97.2	102.8	129.8	103.2	119.5	86.8	96.5	100.4
Cc1ccc(-n2cc(-c3ccccc3)c3c2N=CN2CCN=C32)cc1
 : 49.9	150.3	99.8	95.9	102.4	.	99.0	90.2
COc1ccc(-c2oc(=O)ccc2C#Cc2cc(OC)c(OC)c(OC)c2)cc1O
 : 44.7	72.6	67.0	60.5	33.3	91.3	67.2	76.1
CCN(CC)c1ccc(/C=C2\Oc3ccc(O)c(-c4ccccc4)c3C2=O)cc1
 : 103.8	103.6	92.9	100.3	100.7	.	104.0	93.3

Looked up one by one from above (5):
Fields: CAKI-1	TK-10	RXF 393	OVCAR-8	OVCAR-3	A498	OVCAR-5	ACHN
S=C(N/N=C/c1ccc(Cl)c(Cl)c1)Nc1cccc2ccccc12
 : 93.5	101.0	110.4	.	80.3	76.3	116.6	67.6
Nc1c(Cl)cc(Cl)cc1[N+](=O)[O-]
 : 97.2	102.8	129.8	103.2	119.5	86.8	96.5	100.4
N[C@@H](Cc1cn(-c2ccccc2O)nn1)C(=O)O
 : 92.8	92.0	104.5	97.0	103.4	85.4	97.1	98.6
COc1ccc(C2CC(=O)c3ccccc3O2)cc1OC (stereo not drawn)
 : 92.2	105.8	110.5	102.1	105.2	85.8	97.4	95.1
Cc1ccc2oc(=O)cc(Cn3cc(Cn4cnc5c4c(=O)n(C)c(=O)n5C)nn3)c2c1
 : 96.2	109.0	119.7	102.2	109.8	107.2	101.8	101.4

Individual results from above.
O=c1c(N=Nc2nccs2)c(-c2ccccc2)[nH]n1-c1nc(-c2ccccc2)cs1 | OVCAR-3: 31.6
O=c1c2cc3cc(Cl)ncc3n2c(=O)c2cc3ccccc3n12 | ACHN: 107.3

Next part:
Fields: CAKI-1	TK-10	RXF 393	OVCAR-8	OVCAR-3	A498	OVCAR-5	ACHN
CCCCOC1=C(OCCCC)C(=O)c2ccccc2C1=O
 : 96.7	98.0	102.1	103.6	114.0	.	121.9	104.5
CSc1nc(C)c(C(=O)CCN2CCN(c3ccccn3)CC2)s1
 : 100.2	117.8	100.3	98.4	104.1	88.4	104.1	101.0
O=C(N=Nc1c(O)[nH]c2ccccc12)Nc1ccc(F)cc1
 : 81.5	112.7	109.7	96.7	101.9	102.4	90.4	92.8
CCOC(=O)c1cc(=O)c(SC(=S)N2CCCC2)co1
 : .	92.2	97.0	90.1	104.0	103.8	88.9	104.1
CCCCCCC1OCC(CC)(CCCC)CO1 (stereo not drawn)
 : 123.4	104.8	107.3	115.0	116.5	88.5	123.2	108.6
Cc1cc(C)c(C#N)c(OCC#N)n1
 : 90.4	98.8	.	107.4	107.6	100.5	96.0	104.1
Nc1cc(-c2ccc(Cl)cc2)nn1-c1nc(-c2ccc(Br)cc2)cs1
 : 97.8	96.4	103.5	103.2	106.5	91.7	93.7	101.5
C=CCNc1ccc2c3c(cccc13)C(=O)N(CC=C)C2=O
 : 72.9	97.3	99.7	96.3	106.7	89.7	92.0	84.3

An excerpt; rates above refer to the full screens.
